# Source: PubChem (several laboratories)
# bIAP activator = intestinal alkaline phosphatase (bovine) activation | purified bovine IAP, CDP-star luminescence, 30 min; hits give high values; fold of DMSO-control signal, blank-subtracted | activation factor at 20 µM | 200,000 compounds, 0.17% hits | AID 1016;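 active = activation factor of 2 or more at 20 µM, a signal rise over negative controls twice the positive control's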
# PMI activator = phosphomannose isomerase (human) activation. P34949. purified human PMI, coupled resazurin fluorescence, 20 min; hits give high values; 1 = vehicle control, 0 substrate-free wells. activation factor at 20 µM. 190,000 compounds, 0.005% hits. AID 1214;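 active = activation factor of 2 or more at 20 µM, relative to plate controls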
# Target sequence (P34949 whole entry, looked up): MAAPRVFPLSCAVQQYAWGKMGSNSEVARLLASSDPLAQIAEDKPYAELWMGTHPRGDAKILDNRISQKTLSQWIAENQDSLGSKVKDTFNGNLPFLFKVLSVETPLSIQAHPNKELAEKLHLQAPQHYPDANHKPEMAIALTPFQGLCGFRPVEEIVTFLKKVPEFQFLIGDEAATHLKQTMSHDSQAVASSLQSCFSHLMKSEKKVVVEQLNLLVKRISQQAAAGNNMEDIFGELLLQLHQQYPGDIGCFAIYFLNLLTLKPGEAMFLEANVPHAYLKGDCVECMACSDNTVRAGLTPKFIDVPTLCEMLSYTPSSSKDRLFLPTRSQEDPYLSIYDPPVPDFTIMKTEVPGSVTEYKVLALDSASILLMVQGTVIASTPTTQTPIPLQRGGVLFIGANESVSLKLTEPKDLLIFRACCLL
# PMI act hi M6P = activators of human phosphomannose isomerase at near-saturating mannose 6-phosphate; P34949; coupled PMI enzyme assay, resazurin fluorescence, 20 min; hits give high values; 1 = untreated enzyme, 0 = substrate-free blank; 190,000 compounds, 0.34% hits; activation factor at 20 µM; AID 1216;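 active = activation factor of 2 or more at 20 µM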
#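 Test system: human phosphomannose isomerase with PGI, G6PDH, diaphorase coupling enzymes / Doses: 20 µM compound, 1% DMSO / Times: enzyme reaction with compound 20 min at room temperature / Measured by: Diaphorase-driven resazurin-to-resorufin fluorescence, excitation 544, emission 590 nm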
# FLuc act counter = affects firefly luciferase, flagging false hits in luciferase stimulation screens. 200,000 tested, under 10 active. activation factor at 10 µM. P08659. ATPlite luciferase biochemical, luminescence, 10 min; 0 = ATP-free wells, 1 = DMSO control;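 active = luciferase activation factor, scaled between plate controls, of at least 2 with compound at 10 µM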
# Target sequence (P08659 whole entry, looked up): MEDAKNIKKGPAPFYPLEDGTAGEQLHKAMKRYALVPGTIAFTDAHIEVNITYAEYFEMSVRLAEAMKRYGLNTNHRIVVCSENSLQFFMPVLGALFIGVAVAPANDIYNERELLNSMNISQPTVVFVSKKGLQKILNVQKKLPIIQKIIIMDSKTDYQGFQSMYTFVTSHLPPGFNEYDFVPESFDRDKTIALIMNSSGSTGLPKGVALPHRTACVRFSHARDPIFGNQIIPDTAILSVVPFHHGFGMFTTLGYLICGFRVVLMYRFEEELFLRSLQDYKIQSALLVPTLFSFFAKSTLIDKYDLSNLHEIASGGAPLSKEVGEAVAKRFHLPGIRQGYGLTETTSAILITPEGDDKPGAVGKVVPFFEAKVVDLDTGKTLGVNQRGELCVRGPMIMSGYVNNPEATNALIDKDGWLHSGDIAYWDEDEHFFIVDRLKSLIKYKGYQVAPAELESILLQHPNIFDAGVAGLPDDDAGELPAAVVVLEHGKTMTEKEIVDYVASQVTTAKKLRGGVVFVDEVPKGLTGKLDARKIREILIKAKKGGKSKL
#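 test system = cell-free luciferase reagent | medium = PBS as buffer for the ATP substrate | dosing = test compounds dosed from 2 mM stocks in 100% DMSO | incubation = 10 min at ambient temperature | detection = luminescence measurement of luciferase light output | benchmarks = low control with PBS replacing ATP, high control enzyme plus ATP without compound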
# APP 5'UTR act = APP 5'UTR luciferase reporter activation; SH-SY5Y APP 5'UTR luciferase reporter, luminescence; zero percent = DMSO vehicle wells; AID 1276; activation, % at 2 µM; 190,000 compounds, 1% hits;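 active = activation above a set limit, based on mean plus 3 SD of controls, cut at about 140% in these data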; note: values of inactives mirror those of a sister screen read the other way
# TNAP act hi DEA = TNAP (human) activation, high acceptor | P05186 | purified TNAP, CDP-star luminescence, 1 M DEA, 30 min; hits give high values; 0 = EDTA background, 1 = DMSO-only activity | activation factor at 20 µM | 200,000 tested, under 10 active;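 active = activation factor at least 2 at 20 µM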
#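 Measured by: Luminescent substrate turnover signal | Test system: Human TNAP | Input: TNAP 1/800 final | Dosing: 20 µM single point | Schedule: 30 min, room temperature | Controls: EDTA wells as negative control, DMSO wells as positive control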
# TNAP inh hi DEA = inhibitors of human TNAP at high phosphate acceptor concentration; P05186; purified TNAP, CDP-star luminescence, 1 M DEA; inhibition, % at 20 µM; 200,000 compounds, 0.03% hits; AID 1135;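 active = over 50% inhibition of tissue-nonspecific alkaline phosphatase at 20 µM in the single-dose screen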;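 note: plate controls were DMSO wells for no effect and EDTA-quenched wells as full inhibition for full effect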
# TNAP inh no acc = inhibitors of human TNAP without phosphate acceptor | P05186 | purified TNAP, CDP-star luminescence, 30 min | inhibition, % at 20 µM | 200,000 compounds, 0.26% hits | AID 1012;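 active = tissue-nonspecific alkaline phosphatase inhibition above about 50% at 20 µM in the single-dose screen, limit read from the data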;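 note: 0% = DMSO negative control and 100% = EDTA positive control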
# NF-kB expr up = NF-kB expression increase, human neuronal cells. NF-kB reporter expression; hits give high values. fold change at 12.5 µM. 190,000 compounds, 1.6% hits; in the data active = fold change above about 3.3
# FLuc inhib CS = inhibits firefly luciferase, flagging false hits in luciferase inhibition screens; inhibition, % at 10 µM; AID 1006; 200,000 compounds, 1.5% hits; ATPLite firefly luciferase biochemical luminescence, 10 min;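 active = inhibition above about 50% when tested at 10 µM, limit read from the data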
# The depositor's hits bear a star; . = not tested or not shown.
SMILES,bIAP activator,PMI activator,PMI act hi M6P,FLuc act counter,APP 5'UTR act,TNAP act hi DEA,TNAP inh hi DEA,TNAP inh no acc,NF-kB expr up,FLuc inhib CS
CCOC(=O)Cn1nnnc1CN(Cc1ccc(OC)cc1)Cc1cc2cc(CC)ccc2[nH]c1=O,1.1,0.9,0.9,1,2,1.1,-8,-7,0.72,2
N#Cc1c(N2CCOCC2)nc(-c2ccco2)c2c1CCCC2,1,1,1,1,0,1.1,-5,-12,0.37,-4
COc1ccc(CCn2c(N3CCN(C)CC3)nc3c2c(=O)[nH]c(=O)n3C)cc1,0.9,1,1,1,-3,1.1,-8,-22,1,-4
CCOc1ccc(/C=C(\C(=O)O)c2ccc(S(=O)(=O)N3CCOCC3)s2)cc1OC,0.9,1.1,0.9,1,-2,1,-2,-9,1.1,1
COc1cc(C(=O)Nc2ccc(S(=O)(=O)Nc3nccc(C)n3)cc2)cc(OC)c1OC,0.9,0.9,0.9,1.1,-11,1,2,-9,1.1,-6
O=C(CCCn1cc([N+](=O)[O-])cn1)NCc1ccccc1,1,1,1,1,-7,1,2,-17,1.2,-4
O=C(CSc1nc2ccccc2o1)Nc1nncs1,0.9,1.1,1,1.1,.,1,-5,-4,1.1,-7
C#CCOc1ccc(/C=N/O)cc1Cl,1.1,1,1,1,17,1,-1,-6,1.5,-2
CC(C)Cn1c(N)c(C(=O)COC(=O)CN2C(=O)C3CC=CCC3C2=O)c(=O)n(C)c1=O (configuration not stated),1.1,1.1,1.1,1,-26,1,-4,-7,0.78,0
COC(=O)c1ccc(C2/C(=C(\O)c3ccc4c(c3)OCCO4)C(=O)C(=O)N2CCCN(C)C)cc1 (configuration not stated),1,1,1,1,7,1,-2,-10,1.3,-4
CC1(C)Nc2ccccc2C(=O)N1NS(=O)(=O)c1ccccc1,1,0.9,1,1,-14,1,0,-3,0.97,5
O=C(O)C1CCCCC1C(=O)Nc1nc(-c2ccc(Cl)s2)cs1 (configuration not stated),1.1,1.2,1.5,1,-23,1,-1,-1,1.4,0
O=C1NCCN(Cc2c(F)cccc2Cl)C1CC(=O)N1CCCCO1 (configuration not stated),1,1,1,1.1,10,1.1,-6,-9,1.2,-6
CC(C)=C1C(=O)NN(c2cccc(Cl)c2)C1=O,0.9,1,1.2,1.1,20,1,1,-12,0.9,-6
COc1cccc(CNC(=O)CCC2CCCN(C(=O)c3cccc(Cl)c3)C2)c1 (configuration not stated),1.1,1,1.1,1.1,15,1.1,-6,-14,0.9,-12
CCOC(=O)c1sc(=S)n(C)c1C,0.9,1.1,1.1,1,-4,1.1,-9,-2,1,-3
O=C(CNC(=O)c1ccco1)NCC(=O)OCc1ccc(Cl)cc1,0.9,1,1.1,1,0,1,-2,-18,1.4,-4
CS(=O)(=O)N1CCN(c2ccc([N+](=O)[O-])c(NCc3ccccc3)c2)CC1,0.9,0.9,0.8,1,9,0.9,8,0,0.87,-4
CC(=O)c1cccc(S(=O)(=O)NC2CCCCCC2)c1,0.9,1,1.1,1,5,1,3,-11,0.92,1
CCN(CC)S(=O)(=O)c1ccc(NS(=O)(=O)c2ccc(C)c(C)c2)cc1,0.9,0.9,1,1.1,.,1,-1,-2,1.1,-8
CCN(CCCNC(=O)CCc1nc(-c2ccc(OC)cc2)no1)c1cccc(C)c1,1,0.8,0.8,1,-18,1.1,-7,-11,0.9,-1
C#CC[N+](C)(C)CC#Cc1ccccc1,1.1,1,1,1,20,1,-1,-4,0.81,-2
Cc1cccc(C)c1N1C(=O)c2cccc([N+](=O)[O-])c2C1=O,0.9,1.1,1,1,19,1,-4,2,1.2,2
CCOC(=O)C1=C(CSc2nc3c(cc2C#N)CN(C)CC3)OC(N)=C(C#N)C1c1ccc(F)cc1 (configuration not stated),1.1,1.1,1.2,1.1,-6,1.1,-5,-4,0.96,-10
COc1cc(OC)cc(-c2nc(-c3cc4cc(C)ccc4nc3OC)no2)c1,1,1,1,1,4,1.1,-8,-10,1.1,-1

# (more compounds)
SMILES,bIAP activator,PMI activator,PMI act hi M6P,FLuc act counter,APP 5'UTR act,TNAP act hi DEA,TNAP inh hi DEA,TNAP inh no acc,NF-kB expr up,FLuc inhib CS
Cc1nc2sc(C(c3ccco3)N3CCC(C)CC3)c(O)n2n1 (configuration not stated),0.9,1.1,1.1,1,-2,1,3,3,0.98,-1
CCc1ccc(OCC(=O)NCc2ccco2)c(Br)c1,1,1,1,1,25,1.1,-6,-6,2.2,0
Cc1ccccc1-c1nc2ccccc2c(=O)n1/N=C/c1ccccc1[N+](=O)[O-],1,0.8,0.8,1.1,-6,1,0,-5,0.75,-7
COC(=O)CSc1ccc2nnc(CCNS(=O)(=O)c3ccccc3)n2n1,1,0.9,1,1,14,1,-1,-3,1.4,-3
Cn1nnc(NC(=S)NC(=O)c2ccc(-c3ccc(Br)cc3)o2)n1,0.7,1,1,1,14,1,-2,-27,1.2,-4
COc1ccc(N/C=C(\C#N)c2ccc(OCCCF)cc2)cc1,0.9,1,1,1.1,.,1,-2,-7,1.3,-6
Cc1cccc(NC(=O)c2ccc(N(C)C3CCCCC3)c([N+](=O)[O-])c2)n1,0.8,0.9,0.9,1,30,1,-1,-6,0.86,1
COc1cc(-n2c(C)nc3cc(C(=O)N4CCOCC4)ccc32)cc(OC)c1OC,1.1,1,1.1,1,-3,1.1,-6,-18,0.95,-4
Cc1ccccc1C(=O)N/N=C1\SCC(=O)N1Cc1ccco1,1,.,.,1,-16,1,0,-5,0.98,-3
CCNC(=O)CSc1ncnc2sccc12,0.9,1,1,1.1,12,1,-2,-16,0.92,-6
O=C(c1cccc(S(=O)(=O)Nc2ccccc2F)c1)N1CCN(c2ccccc2F)CC1,1,1.3,1.2,1.1,12,1.1,-6,-9,1.2,-7
CCOC(=O)c1c(NC(=O)CSc2nnc(Cc3ccccc3)o2)sc(C(C)=O)c1C,1,0.9,1,1.1,-2,1,3,-3,0.92,-6
Cn1nnc2cc(C(=O)Nc3ccc4ccccc4c3)ccc21,1,1,1,0.8,130,1.1,-5,-11,4.3*,18
COc1ccc(OC)c(C2=C/C(=C/c3ccccn3)C(=O)O2)c1,1.1,1,0.8,1,7,1,5,-6,1.1,4
O=C(/C=C\c1ccccc1)Oc1cccc2cccnc12,1.1,0.8,0.5,1,18,1,0,-18,0.97,0
Oc1ccc(-c2[nH]ncc2-c2ccc(Cl)cc2)c(O)c1,1.1,1,1,1,-5,1,-4,-15,0.91,-3
COc1ccc(NC(=O)c2c(F)c(F)c(F)c(F)c2F)cc1Cl,0.9,0.8,0.9,1,11,1.1,-7,-7,1.2,-2
COC(=O)C(C(=O)NCC1CCCO1)C1CCCCCC1 (configuration not stated),1,0.9,0.9,1,-8,1,-3,-8,1.1,-4
CCc1nnc(NC(=O)CCC(=O)N2CCN(Cc3ccccc3)CC2)s1,1,0.9,1,1,5,1,-4,-9,1.3,-1
COc1cccc(NC(=O)C(Sc2nnnn2C)c2ccccc2)c1 (configuration not stated),1,1,1,1.1,13,1.1,-7,-11,1.1,-6
Cc1ccc(S(=O)(=O)NCc2ccncc2)cc1,0.9,1,1.1,1,-11,1.1,-5,-16,0.94,-4
O=C(CS(=O)(=O)c1cccc(C(F)(F)F)c1)Nc1ccccc1Cl,1,1,1.1,1.1,-2,1,-2,-9,1.2,-9
COc1ccc(-c2ccc3c(N)c(C(=O)c4cccc(OC)c4)sc3n2)cc1,0.9,1.3,1.4,1,3,1,1,-10,1.1,1
COc1ccc(CC(=O)Nc2ccc(OC)nc2)cc1,1.1,1,1,1,2,1,-5,-16,1.1,-1
Clc1ccc(C[n+]2cc(-c3ccccc3)n3c2CCCCC3)c(Cl)c1,1.4,0.9,0.9,1,8,1.1,-7,-16,1,-3

# Looked up one by one from the entries so far (6):
SMILES,bIAP activator,PMI activator,PMI act hi M6P,FLuc act counter,APP 5'UTR act,TNAP act hi DEA,TNAP inh hi DEA,TNAP inh no acc,NF-kB expr up,FLuc inhib CS
O=C(CS(=O)(=O)c1cccc(C(F)(F)F)c1)Nc1ccccc1Cl,1,1,1.1,1.1,-2,1,-2,-9,1.2,-9
CCc1ccc(OCC(=O)NCc2ccco2)c(Br)c1,1,1,1,1,25,1.1,-6,-6,2.2,0
Oc1ccc(-c2[nH]ncc2-c2ccc(Cl)cc2)c(O)c1,1.1,1,1,1,-5,1,-4,-15,0.91,-3
Cn1nnc(NC(=S)NC(=O)c2ccc(-c3ccc(Br)cc3)o2)n1,0.7,1,1,1,14,1,-2,-27,1.2,-4
O=C(/C=C\c1ccccc1)Oc1cccc2cccnc12,1.1,0.8,0.5,1,18,1,0,-18,0.97,0
COc1ccc(NC(=O)c2c(F)c(F)c(F)c(F)c2F)cc1Cl,0.9,0.8,0.9,1,11,1.1,-7,-7,1.2,-2

# Other results follow:
SMILES,bIAP activator,PMI activator,PMI act hi M6P,FLuc act counter,APP 5'UTR act,TNAP act hi DEA,TNAP inh hi DEA,TNAP inh no acc,NF-kB expr up,FLuc inhib CS
CS(=O)(=O)N(Cc1ccccc1)c1ccc(C(=O)NN=C2CCCCCC2)cc1,1,1,1.1,1,-6,0.9,9,-16,1,4
Cc1ccc(N2C(N)=NC(N)=NC23CCCC3)c(C)c1,0.8,0.9,0.9,1.2,-4,1.1,-5,-10,1,-20
CCN(CC)C(=O)c1ccccc1NC(=O)c1ccccc1,1.1,1.1,1,1,-3,1,0,6,0.88,-1
Cc1ccc(N/C(N)=N/c2nc3c(c(=O)[nH]2)CCCC3)c(C)c1,1.5,1,0.9,1.1,16,1.1,-6,-14,1.2,-6
COc1ccc(-c2[nH]c(-c3ccccc3)nc2SCC(=O)NCc2ccco2)cc1OC,1,1,1.1,1,10,1.1,-6,-21,0.94,-3
CCOC(=O)C1=C(C)NC(=O)NC1c1ccc(OC)c(CN2CCOCC2)c1 (configuration not stated),1.1,0.8,0.9,1,-4,1,-1,-5,1.3,-5
CC1CC(C)(C)NC(=S)N1CCC(=O)NCCc1ccc(Cl)cc1 (configuration not stated),0.8,1,1,1.1,-14,1,0,3,0.94,-7
COc1ccccc1C(=O)NNC(=O)c1ccncc1,1,1.1,1.1,1,23,1.1,-8,-8,1.4,4
COc1cccc2cc(C(=O)C3=C(O)C(=O)N(CCN4CCOCC4)C3c3cccs3)oc12 (configuration not stated),1,1.1,1.1,1,16,1,-2,-4,1.3,0

# Already shown: 2 of the compounds above.
SMILES,bIAP activator,PMI activator,PMI act hi M6P,FLuc act counter,APP 5'UTR act,TNAP act hi DEA,TNAP inh hi DEA,TNAP inh no acc,NF-kB expr up,FLuc inhib CS
C#CCOc1ccc(/C=N/O)cc1Cl,1.1,1,1,1,17,1,-1,-6,1.5,-2
CC(C)Cn1c(N)c(C(=O)COC(=O)CN2C(=O)C3CC=CCC3C2=O)c(=O)n(C)c1=O (configuration not stated),1.1,1.1,1.1,1,-26,1,-4,-7,0.78,0

# Rewritten with two lines to a compound: part of the list above
# The line under a structure holds: bIAP activator	PMI activator	PMI act hi M6P	FLuc act counter	APP 5'UTR act	TNAP act hi DEA	TNAP inh hi DEA	TNAP inh no acc	NF-kB expr up	FLuc inhib CS
- CS(=O)(=O)N(Cc1ccccc1)c1ccc(C(=O)NN=C2CCCCCC2)cc1
→ 1	1	1.1	1	-6	0.9	9	-16	1	4
- COc1ccccc1C(=O)NNC(=O)c1ccncc1
→ 1	1.1	1.1	1	23	1.1	-8	-8	1.4	4
